ALOX12 inh = inhibitors of human 12S-lipoxygenase ALOX12; Potency, µM (series often up to 108 µM), inactives show at the top dose activity change, negative = inhibition, usual class: inhibitors; purified 12hLO, xylenol orange hydroperoxide absorbance; 580,000 compounds, 1.1% hits; P18054; AID 1671190; note: potency is the fitted concentration of half-maximal effect; % is set by controls: 0 for no effect and ±100 for the full control effect
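Purified human 12hLO (150 nM final) in 25 mM Hepes, 0.01% Triton X-100, pH 7.0 was preincubated 15 min at room temperature with compound. Then 40 uM arachidonic acid was added, 30 min. Hydroperoxide was read by Fe-XO absorbance ratio 573/405 nm.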
ERG-DNA inh = inhibitors of human ERG Ets domain-DNA interaction; P11308; fluorescence polarization, His-ERG Ets domain / labelled DNA; Potency, µM (doses to about 76.9 µM), without a hit: at the highest dose FP activity, negative = inhibition, most hits filed as inhibitors; 370,000 compounds, 0.028% hits; AID 624246; active = well fitted inhibition curve with a large enough effect in the polarisation, with a control signal flat; inconclusive = small, poorly fitted or top-dose-only effect, or effect the other way, or a change in a side signal; inactive = no such curve, though single readings can be large or run the other way; the % refers to the polarisation;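 note: polarization taken with two DNA probes labelled with fluorescein and Texas red; potency is the fitted concentration of half-maximal effect; % of control where 0% means no effect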
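His-tagged ERG Ets domain (1 uM in the protein solution; 300mM KCl, 50mM Tris-HCl, 1mM EDTA, 1mM DTT, pH 7.5) received compound, then a probe mix of 5 nM fluorescein-DNA and 100nM Texas-615-DNA. Fluorescence polarization was read for both dyes.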
APE1 inh = blocks human APE1 abasic DNA cleavage. P27695. recombinant APE1, TAMRA/BHQ-2 abasic DNA cleavage fluorescence. Potency, µM (series often up to 65.8 µM), inactives show at the highest dose activity change, negative = inhibition, most hits filed as inhibitors. 350,000 compounds, 0.35% hits;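 note: potency is the fitted concentration of half-maximal effect; plate controls were vehicle for no effect and reference inhibitor for full effect; nearly all actives have a fitted effect of over 55% in size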
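Activity was derived from the fluorescence gain between first and third kinetic reads (60 s intervals, ex 525/em 598 nm) after 50 nM THF-abasic TAMRA/BHQ-2 duplex was added to 0.75 nM APE1 preincubated 15 min with compound.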
Pol kappa inh = DNA polymerase kappa (human) inhibition; Q9UBT6; purified Pol kappa, fluorescent DNA synthesis assay, 10 min; Potency, µM (series often up to 107 µM), inactives show at the top dose activity, negative = inhibition, usual class: inhibitors; 400,000 compounds, 0.53% hits; AID 588579; note: potency is the fitted concentration of half-maximal effect; % is set by controls: 0 for no effect and ±100 for the full control effect
Target sequence (Q9UBT6 whole entry, looked up): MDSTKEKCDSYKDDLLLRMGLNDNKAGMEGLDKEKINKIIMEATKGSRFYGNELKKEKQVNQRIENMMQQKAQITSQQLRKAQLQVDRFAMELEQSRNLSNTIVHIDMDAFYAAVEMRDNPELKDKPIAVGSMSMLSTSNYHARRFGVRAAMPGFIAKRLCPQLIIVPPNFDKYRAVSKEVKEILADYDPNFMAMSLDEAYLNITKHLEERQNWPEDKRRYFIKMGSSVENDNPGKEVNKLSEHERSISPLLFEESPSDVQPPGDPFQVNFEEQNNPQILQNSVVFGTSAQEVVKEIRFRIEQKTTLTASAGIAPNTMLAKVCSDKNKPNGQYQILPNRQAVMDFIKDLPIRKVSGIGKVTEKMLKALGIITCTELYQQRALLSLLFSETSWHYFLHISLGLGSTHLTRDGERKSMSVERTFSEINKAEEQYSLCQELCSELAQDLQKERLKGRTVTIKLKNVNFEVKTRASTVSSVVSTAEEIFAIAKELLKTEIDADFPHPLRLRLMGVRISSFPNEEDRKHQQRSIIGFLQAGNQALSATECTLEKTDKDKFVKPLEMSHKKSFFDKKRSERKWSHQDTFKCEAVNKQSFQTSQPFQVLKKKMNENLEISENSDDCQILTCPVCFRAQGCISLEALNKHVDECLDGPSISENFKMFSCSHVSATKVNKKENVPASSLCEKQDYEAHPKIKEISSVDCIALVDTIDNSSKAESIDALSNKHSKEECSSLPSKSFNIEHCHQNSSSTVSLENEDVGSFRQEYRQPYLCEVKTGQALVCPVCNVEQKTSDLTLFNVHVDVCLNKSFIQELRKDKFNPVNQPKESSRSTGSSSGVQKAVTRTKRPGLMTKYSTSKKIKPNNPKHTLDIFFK
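10 nM Pol kappa was preincubated with compounds for 15 min at room temperature. Reaction started with 50 nM (final) substrate. Fluorescence read kinetically at 0 and 10 min.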
Anesthetic bind = binds horse apoferritin like a general anesthetic; 350,000 compounds, 0.074% hits; apoferritin/1-aminoanthracene competitive binding, fluorescence; Potency, µM (series often up to 77.5 µM), for the others: at the highest dose activity change, negative = displacement, hits mostly inhibitors; note: potency is the fitted concentration of half-maximal effect; % is set by controls: 0 for no effect and ±100 for the full control effect; nearly all actives have a fitted effect of over 20% in size
Target sequence (P02791 2-175 limits assumed): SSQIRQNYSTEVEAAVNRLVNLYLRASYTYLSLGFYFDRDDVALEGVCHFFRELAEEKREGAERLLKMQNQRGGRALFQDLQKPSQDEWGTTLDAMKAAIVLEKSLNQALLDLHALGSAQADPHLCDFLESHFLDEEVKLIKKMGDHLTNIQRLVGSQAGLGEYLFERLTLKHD
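10 uM apoferritin + 50% sat. 1-AMA, PBS; cpd 10 min RT; Ex380/Em535 endpoint; normalized to free probe vs complex; 4-param Hill fit; propofol titration as pos. ctrl.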
TRHR ag = TRH receptor (human) agonism | 360,000 compounds, 0.18% hits | TRHR cells, calcium flux fluo-8, FDSS agonist mode | activation, % at 2 µM; in the data active = activation above about 30%; note: 0% is about no effect
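Agonist-mode FDSS calcium read (Ex 480/Em 530, 1 s cycles) in 1536-well TRHR cells with fluo-8 dye, after 10-cycle baseline and 23 nL compound addition; TRH at EC20 (10 nM final) added afterwards for the enhancer phase.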
Pol iota inh = inhibitors of human DNA polymerase iota. Potency, µM (highest dose often 115 µM), without a hit: at the top dose activity, negative = inhibition, most hits filed as inhibitors. 390,000 compounds, 1% hits. AID 588590. Pol iota fluorescent replication assay, 10 min. Q9UNA4; note: potency is the fitted concentration of half-maximal effect
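Pol iota at 10 nM preincubated 15 min with compounds at room temperature; reaction started with fluorescent substrate, 50 nM final. Fluorescence read kinetically at 0 and 10 min; buffer-only wells as negative control.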
Pol beta inh = blocks human DNA polymerase beta activity | 340,000 compounds, 1.3% hits | Pol beta primer extension/strand displacement, fluorescence kinetic | P06746 | Potency, µM (doses to about 114 µM), inactives show at the highest dose activity change, negative = inhibition, most hits filed as inhibitors; note: potency is the fitted concentration of half-maximal effect; % is set by controls: 0 for no effect and ±100 for the full control effect
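Pol beta (10 nM) was preincubated with compound for 15 min at room temperature. The reaction was then started with 50 nM substrate and read immediately and after a further 10 min at room temperature.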
BLM inh = Bloom syndrome helicase (human) inhibition. P54132. recombinant BLM DNA unwinding, fluorescence dequenching. Potency, µM (highest dose often 56.1 µM), without a hit: at the highest dose activity change, negative = inhibition, hits mostly inhibitors. 350,000 compounds, 0.2% hits. AID 2528;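 note: potency is the fitted concentration of half-maximal effect; plate controls were vehicle for no effect and no enzyme for full effect; nearly all actives have a fitted effect of over 35% in size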
* hit, by the source's call; ? = inconclusive; / = not tested or not shown; & = joins results of further samples; [ ] = remark or other dose. Unless noted, calls come from the whole dose curve; as a rule, active = well fitted curve in the direction sought with a large enough effect; inconclusive = small, poorly fitted or top-dose-only effect, or another doubt; inactive = no such curve, though single readings can be large; an effect the other way counts as inactive or inconclusive.

SMILES | ALOX12 inh | ERG-DNA inh | APE1 inh | Pol kappa inh | Anesthetic bind | TRHR ag | Pol iota inh | Pol beta inh | BLM inh
CCOc1ccccc1C(=O)OCC(=O)Nc1ccc(N2CCCCC2)cc1 | -6% | 3% | -6% | -14% | ? | -0.7 | 11% | -1% | -11%
CC/C(=N\NC(=O)c1cc(C)nc2ccccc12)c1ccc(C)s1 | -10% | -24% | -11% | -2% | -11% | -0.1 | 199%[activator] | 10% | 0%
CCCCCC(=O)Nc1ccc(-c2cn3cccnc3n2)cc1 | 0% | -2% | -4% | 0% | 136%[activator] | -0.3 | 159%[activator] | -20% | -1%
COc1ccccc1NC(=O)CN(Cc1ccco1)C(=O)c1ccc(-n2nc(C)cc2C)cc1 | -7% | 10% | 8% | -11% | -13% | -0.9 | 14% | 9% | -3%
Cc1c(C)c(C)c2[nH]c(-c3ccc4c(c3)OCO4)nc2c1C | / | -6% | 11% | 10% | ? | 0.1 | 2% | -29% | 3%
CCC1CCCCN1C(=O)CSc1nc(N)c(NC(=O)c2ccco2)c(=O)[nH]1 (stereo not drawn) | ? | -1% | 19% | 12% | 6% | 0.4 | 20% | -17% | 3%
Cc1cc(C)n(-c2ccc(C(=O)NC3CCCCC3)cc2)n1 | 12% | 0% | -4% | -9% | -8% | 0.5 | 189%[activator] | 12% | -6%
O=C(NCc1ccc(F)cc1)C1CCN(C(=O)NCc2ccccc2)CC1 | 0% | 0% | 8% | -9% | 9% | 0.3 | 10% | 10% | -3%
Cc1ccc(CS(=O)(=O)c2nsc(C)c2C#N)cc1 | -2% | -4% | -2% | 7% | -3% | 0.2 | 17% | ? | 1%
COc1ccc(Oc2c(C)nc(SCC(=O)c3ccc(Cl)cc3)[nH]c2=O)cc1 | 5% | -14% | -1% | 1% | -12% | -0.1 | -10% | -4% | -2%
O=C(c1cccs1)N1CCCc2cc(NS(=O)(=O)c3ccc(F)cc3F)ccc21 | 1% | 7% | / | 1%[60.1 µM] | ? | -1.1 | 24% | 4% | 2%
Cc1oc2cc3oc(=O)c(CC(=O)O)c(C)c3cc2c1-c1ccccc1 | -11% | 1% | 21% | 3% | -2% | -1.3 | -14% | 20% | -3%
Fc1ccc(C2c3cccn3CCN2C(=S)Nc2cccc(Br)c2)cc1 (stereo not drawn) | ? | 12% | 6% | -8% | 3% | -0.7 | 151%[activator] | 2% | -14%
CN(C)C(=O)CCc1ccc2c3c([nH]c2c1)[C@]1(CCc2ccccc2)[C@@H](C(=O)N2CCCCC2)C[C@H](CC(=O)NCc2ccco2)C(=O)N1CC3 | -21% | -7% | 6% | -7% | / | / | 32%[activator] | / | /
COc1ccc(Cn2ccc3nc(C)c(C(=O)Nc4cc(OC)c(OC)c(OC)c4)cc3c2=O)cc1 | 3% | 7% | / | 14% | ? | -0.6 | 13% | 12% | 2%
CC(C)(C)c1nc(CN2CCOCC2)cc(CN2CCOCC2)c1O | ? | -12% | 3% | 9% | -11% | 0.5 | ? | -1% | 2%
CCC(C)c1ccccc1NC(=O)CN(C)CCOc1ccc(Cl)cc1 (stereo not drawn) | -8% | -4% | -11% | 2% | 6% | -0.5 | -20% | 5% | -10%
COC(=O)c1c(C)[nH]c(C(=O)C(C)OC(=O)c2ccco2)c1C (stereo not drawn) | -8% | -3% | 2% | -1% | / | -0.5 | 20% | / | /
CCc1ccc(NC(=O)COC(=O)Cn2cnc3ccccc32)cc1 | -2% | -4% | 6% | -7% | / | -0.2 | 0% | / | /
Cc1ccc(C(=O)N/C(=C/c2ccco2)C(=O)N2CCCCC2)cc1 | ? | 21% | -1% | 1% | -5% | 0.2 | 9% | -2% | -1%
C=CCNC(=O)c1ccc(CSc2nc3ccccc3s2)cc1 | 6% | -3% | -14% | -3% | 1% | -0.3 | 6% | -35% | -2%
CSCC[C@H](NC(=O)[C@H](Cc1ccc(OS(=O)(=O)O)cc1)NC(=O)[C@@H](N)CC(=O)O)C(=O)NCC(=O)N[C@@H](Cc1c[nH]c2ccccc12)C(=O)N[C@@H](CCSC)C(=O)N[C@@H](CC(=O)O)C(=O)N[C@@H](Cc1ccccc1)C(N)=O | / | / | -2% | 7%[60.1 µM] | 10% | / | / | / | 5%
CN(CC(=O)Nc1ccccc1Cl)C(=O)Cn1cnc2ccc(Cl)cc2c1=O | 353%[activator] | 8%[15.4 µM] | -14% | -14% | / | -0.8 | -3% | / | /
O=C(CN1C(=O)NC2(CCCCCC2)C1=O)NCc1ccccc1Cl | 4% | -1% | 18% | 6% | / | / | 36%[activator] | / | /
COc1ccc(C2=NN(C(=O)c3ccccc3)C(c3cccc([N+](=O)[O-])c3)C2)cc1 (stereo not drawn) | 15% | -8% | -1% | 6% | -18% | 0.8 | -4% | 2% | -7%
CCOCC(=O)Nc1c(C(=O)Nc2ccccc2OC)oc2ccccc12 | 0% | 11% | -2% | -5% | -3% | 0.5 | 19% | 5% | -3%
Cc1oc(-c2cccc(Cl)c2)nc1CS(=O)(=O)CC(=O)NCc1ccco1 | -6% | 20% | 0% | -4% | -17% | -0.5 | 10% | 24% | -6%
Cc1ccc(NC(=O)c2nc[nH]c2C(=O)N[C@@H](C)c2ccccc2)cc1 | ? | 2% | -10% | 6% | ? | 0.3 | 4% | 2% | -14%
Cc1ccc(S(=O)(=O)N2[C@@H](c3ccc(C(C)(C)C)cc3)C(C(=O)O)=CC[C@H]2c2cccs2)cc1 | ? | 4% | 8% | -19% | / | / | 7% | / | /
N#C/C(=C1/CCCCCN1)c1nc2ccccc2[nH]1 | 0% | 8% | -9% | -9% | -23% | -0.4 | 1% | 16% | -3%
Cc1ccc(C(C)C)c(OCC(=O)Nc2sc3c(c2C#N)CC(C)(C)NC3(C)C)c1 | / | 1% | 26% | -5% | -14% | 0.7 | 4% | 1% | -4%
COc1cc(O)c(C=Nc2ccccc2NS(=O)(=O)c2ccc(C)cc2)c(OC)c1 | -1% | 13% | / | -6% | / | / | 9% | / | /
COc1ccccc1/C=C/C(=O)OCC(=O)N1CCc2ccccc21 | -1% | -2% | -14% | 4% | / | 1.2 | 6% | / | /
BrC(=C\c1ccccc1)/C=N/N1CCN(c2ccccc2)CC1 | ? | -8% | -3% | -11% | ? | -0.3 | ? | -20% | -5%
O=C(NCc1ccccc1Cl)c1ccc2c(c1)OCO2 | -3% | -10% | 36% | -10% | ? | -0.9 | 7% | 11% | -2%
COc1cccc(C(=O)C2CCCN(C(=O)c3ccccc3Cl)C2)c1 (stereo not drawn) | -12% | 12% | 36% | 4% | 2% | -0.6 | 65%[activator] | 7% | -1%
c1ccc(CNc2nc(-c3ccccn3)nc3ccccc23)cc1 | 0% | -5% | 39% | 4% | -7% | -0.5 | 29% | 1% | 5%
CC1CCN(S(=O)(=O)c2ccc(C(=O)Nc3ncccc3O)cc2)CC1 | 13% | 1% | 35%[activator] | -24% | -9% | -0.1 | 21% | -3% | -2%
Cc1ccc(-n2ccnc2SCC(=O)O)c(C)c1 | -5% | 0% | 2% | 13% | 0% | 0.4 | 3% | 3% | 3%
CCCCN(C)C(=O)c1cc2cc3ccc(OC)cc3nc2s1 | 18% | -5% | -6% | -10% | -1% | -0.4 | -7% | -1% | 1%
Cc1nnc(NC(=O)c2ccc(S(=O)(=O)N(C)Cc3ccccc3)cc2)o1 | / | -11% | -4% | -12% | -15% | 0.0 | 8% | 7% | -5%
CC(=O)Nc1ccc(NC(=O)COC(=O)CCCc2c[nH]c3ccccc23)cc1 | -3% | -11% | -6% | -5% | / | 1.3 | 19% | / | /
CN(Cc1ccccc1)C(=O)c1cccc(NC(=O)Cc2ccc([N+](=O)[O-])cc2)c1 | 4% | 7% | -5% | -2% | / | / | 27% | / | /
O=C(OCC(=O)N1CCCC1=O)c1ccc(O)cc1O | -7% | 7% | 10% | -8% | / | 0.2 | 23% | / | /
Cc1ccc(CNC(=O)C2(C(F)(F)F)C/C(=C\CCO)CCCO2)o1 (stereo not drawn) | / | / | 0% | 12% | -14% | / | 0% | / | -3%
Cc1cccc(C)c1NC(=O)CN1CCN(C(=O)CN2C(=O)NC3(CCCCC3C)C2=O)CC1 (stereo not drawn) | -7% | 7% | -9% | -2% | / | -0.1 | -10% | / | /
COCCn1nnnc1C(c1cccc(C#N)c1)N1CCCCCC1 (stereo not drawn) | ? | 1% | 0% | -7% | -12% | -0.7 | -3% | 1% | 0%
O=C(C1CCC(=O)N(C2CCCC2)C1)N1CCC(Oc2ccccc2Cl)CC1 (stereo not drawn) | 10% | 3% | 27% | 0% | -11% | 0.1 | 17% | -1% | 0%
O=C(OCCOCn1cc(Br)c(=O)[nH]c1=O)c1ccccc1 | 89%[activator] | 0% | / | 5% | / | / | 35%[activator] | / | /
CCC(=O)Nc1cc(C(=O)O)ccc1Sc1ccc(C)cc1 | ? | 4% | -5% | -2% | -3% | 0.4 | ? | -21% | -5%
COC(=O)c1ccc(NC(=O)c2ccccc2C(=O)Nc2ccc(C(=O)OC)cc2)cc1 | 13% | 9% | / | 8% | / | / | 7% | / | /
O=S1(=O)NC(=NCCc2ccccn2)c2ccccc21 | 5%&-19% | -12% | 0% | -15% | -2% | 0.1 | 110%[activator] | 12% | 1%

3 compounds out of the list above, sorted by the number in Pol iota inh, highest first:
smiles | Pol iota inh
CN(Cc1ccccc1)C(=O)c1cccc(NC(=O)Cc2ccc([N+](=O)[O-])cc2)c1 | 27%
Cc1ccc(CNC(=O)C2(C(F)(F)F)C/C(=C\CCO)CCCO2)o1 (stereo not drawn) | 0%
COCCn1nnnc1C(c1cccc(C#N)c1)N1CCCCCC1 (stereo not drawn) | -3%

Source: PubChem BioAssay

An excerpt, so the mix of outcomes need not match the whole.
